# TDP1 cell CPT = qHTS for Inhibitors of human tyrosyl-DNA phosphodiesterase 1 (TDP1): qHTS in cells in presence of CPT; chicken DT40 Tdp1-/-;hTDP1 cells + 20 nM CPT, ATP luminescence, 48 h; Potency, µM (top dose mostly 46.2 µM), for the others: top-dose activity change, negative = growth inhibition, actives largely listed as inhibitors; 420,000 compounds, 12% hits; also: nearly all actives have a fitted effect of over 55% in size
#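 Chicken DT40 Tdp1-/- cells stably complemented with human TDP1 were seeded at 400 cells/well in medium containing 20 nM camptothecin, exposed to pin-transferred compounds, and grown at 37 °C for at least 48 hr. Viability was read as ATP luminescence.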
# DT40 TDP1 no CPT = qHTS for Inhibitors of human tyrosyl-DNA phosphodiesterase 1 (TDP1): qHTS in cells in absence of CPT; 420,000 compounds, 15% hits; DT40 Tdp1-/- hTDP1 cells, no CPT, ATP luminescence, 48 h; Potency, µM (highest dose often 46.2 µM), inactives show top-dose activity change, negative = growth inhibition, hits mostly inhibitors; also: nearly all actives have a fitted effect of over 55% in size
#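 Cells were dispensed at 400 per well, compounds added by pin tool, plates incubated ≥48 hr at 37 °C, then CellTiter-Glo added for 30 min at room temperature before luminescence reading. Line: DT40 Tdp1-/- complemented with hTDP1; camptothecin omitted.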
# TDP1 block = qHTS Assay for Inhibitors of Tyrosyl-DNA Phosphodiesterase (TDP1) | Tyrosyl-DNA phosphodiesterase 1 (Homo sapiens), Q9NUW8 | recombinant TDP1, AlphaScreen DNA substrate cleavage | Potency, µM (titrated, usually from 130 µM), without a hit: at the top dose activity change, negative = inhibition, most hits filed as inhibitors | 350,000 compounds, 0.28% hits | AID 485290, 2010; also: nearly all actives have a fitted effect of over 40% in size
# Target sequence (Q9NUW8 whole entry, looked up): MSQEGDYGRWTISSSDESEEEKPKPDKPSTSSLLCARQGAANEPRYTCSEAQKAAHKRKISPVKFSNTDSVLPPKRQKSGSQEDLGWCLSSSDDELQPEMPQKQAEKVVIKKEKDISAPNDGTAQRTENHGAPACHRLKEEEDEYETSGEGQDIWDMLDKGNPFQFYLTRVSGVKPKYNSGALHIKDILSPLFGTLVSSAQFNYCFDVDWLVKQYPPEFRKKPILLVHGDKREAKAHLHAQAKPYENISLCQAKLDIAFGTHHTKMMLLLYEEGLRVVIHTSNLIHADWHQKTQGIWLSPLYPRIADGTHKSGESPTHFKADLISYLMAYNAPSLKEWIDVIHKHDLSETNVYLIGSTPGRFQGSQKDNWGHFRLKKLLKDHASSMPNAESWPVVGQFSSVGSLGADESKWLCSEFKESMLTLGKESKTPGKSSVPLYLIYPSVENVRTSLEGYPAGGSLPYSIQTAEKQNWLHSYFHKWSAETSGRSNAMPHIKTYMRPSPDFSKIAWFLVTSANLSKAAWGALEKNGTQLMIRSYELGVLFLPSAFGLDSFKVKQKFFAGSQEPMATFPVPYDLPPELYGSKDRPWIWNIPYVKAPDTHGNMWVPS
#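 Recombinant E. coli-expressed Tdp1 (1 nM) preincubated with compound 15 min at RT, then 5'-biotin/3'-phosphotyrosine-FITC DNA substrate (15 nM) added for 5 min. AlphaScreen beads (10 ug/ml) added, 10 min RT; tyrosine-FITC cleavage read as signal loss.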
# Starred values were filed as active, the others as inactive; ? = inconclusive; nt = not tested or not shown; [ ] = another dose, or the depositor's remark. Calls follow the shape of the dose curve; as a rule, active = well fitted curve in the direction sought with a large enough effect; inconclusive = small, poorly fitted or top-dose-only effect, or another doubt; inactive = no such curve, though single readings can be large; an effect the other way counts as inactive or inconclusive. % is scaled to controls: 0 for no effect and ±100 for the full control effect; potency is read from the fitted curve at half-maximal effect. The order is random. Share with any hit: about 18%.
SMILES,TDP1 cell CPT,DT40 TDP1 no CPT,TDP1 block
Cc1cccc(C)c1NC(=O)CN(C)C(=O)CN1C(=O)NC(C)(C)C1=O,-13%,20%,0%
CCCCOc1c(Br)cc(/C=C2\N=C(C)OC2=O)cc1OCC,13µM*,?,2%
CC1CCCC(C)N1C(=O)c1ccc(CS(=O)(=O)c2ccccc2)cc1 (stereo not drawn),?,15µM*,5%
CCOC(=O)Cc1ccc(NC(=O)N2CCOc3ccc(C)cc32)cc1,?,?,5%
CCN1/C(=c2/s/c(=C3/C(=O)N(c4ccccc4)N=C3C)n(CC)c2=O)C=Cc2ccccc21,-17%,-18%,nt
CCc1cccc(C)c1NC(=O)COC(=O)CCn1c(C)csc1=O,7%,6%,nt
CCN(CC)S(=O)(=O)N1CCC(C(=O)NCc2ccc3c(c2)OCO3)CC1,17%,-14%,-8%
Cc1ccccc1-c1ccc2c(c1)O[C@@H](CN(C)C(=O)Nc1ccc(C(F)(F)F)cc1)[C@H](C)CN([C@@H](C)CO)S2(=O)=O,21µM*,13µM*,nt
CCC1Oc2ccccc2N(CC(=O)NCCC2=CCCCC2)C1=O (stereo not drawn),16µM*,26µM*,1%
CCCN=C1N(CC)C[C@@H]2[C@@H]3C(=O)N(Cc4ccccc4)C(=O)[C@@H]3[C@](Cc3ccccc3)(C(=O)OC)N12,-1%,-12%,nt
C/C(=N/OC(=O)C1CC1)c1cc(-c2ccc(Cl)cc2)no1,?,4%,0%
COC(=O)[C@H](Cc1ccccc1)NC(=O)NCC1CCCO1 (stereo partly drawn),5%,-17%,-2%
CC(=O)Nc1cccc(-c2ccnc3c2CC(C(=O)Nc2cccnc2)O3)c1 (stereo not drawn),-32%,?,nt
O=C(COC(=O)c1ccccc1C(=O)c1ccc(Cl)cc1)NCCc1ccccc1,?,?,3%
C[C@H](NC(=O)c1nc[nH]c1C(=O)N[C@@H](C)c1ccccc1)C(=O)OC(C)(C)C,?,3%,3%
O=C(O)C1=NN(c2ccccc2)C(=O)CC1,-12%,-3%,3%
COc1cc(OC)cc(C(=O)N[C@H](C(=O)Nc2nc(-c3ccc(OC)c(OC)c3)cs2)C(C)C)c1,18µM*,13µM*,nt
O=C(/C=C\N1CCOCC1)c1ccc(Br)cc1,8%,4%,nt
COc1ccc(OC)c(N(CC(=O)N2CCN(Cc3ccccc3)CC2)S(C)(=O)=O)c1,-19%,-14%,nt
Cc1ccc(-c2cnn(-c3cccc([N+](=O)[O-])c3)c2N)cc1,-27%,?,8%
CCOc1ccc(OCCOC(=O)CN(C)S(=O)(=O)c2ccc(NC(C)=O)cc2)cc1,-3%,0%,nt
O=C(CSc1ccccc1)NNC(=O)c1ccncc1,-3%,-18%,-5%
Cc1ccc(/C(O)=C2/C(=O)C(=O)OC2c2ccc(Cl)cc2)cc1 (stereo not drawn),-10%,-9%,1%
CCC1(c2ccccc2)NC(=O)N(CC(=O)Nc2ccc(S(=O)(=O)Nc3ncccn3)cc2)C1=O (stereo not drawn),6%,5%,nt
COc1cc(OC)cc(C(=O)NC(C(=O)NNC(=O)c2cc(Cl)ccc2OC)C(C)C)c1 (stereo not drawn),3%,-9%,1%
O=C(C1=C(O)C(=O)N(c2ncccn2)C1c1cccs1)c1ccco1 (stereo not drawn),-24%,-1%,nt
CN(C)S(=O)(=O)c1ccc(C(=O)OCC(=O)Nc2cccnc2Cl)cc1,3%,7%,5%
CCOC(=O)c1sc2ccccc2c1S(=O)(=O)N1CCN(c2cccc(C)c2)C(C)C1 (stereo not drawn),?,?,6%
Cc1ccc(NC(=O)NN2CCOCC2)cc1,12%,15%,8%
COc1ccc(-n2c(COc3cccc4ccccc34)nnc2SCC#N)cc1,?,?,5%
O=C(O)c1ccccc1NC(=O)N1CCOCC1,-26%,-8%,-5%
CCOC(=O)/C=c1\s/c(=C\c2ccc(C(F)(F)F)cc2)c(=O)n1CC(=O)NCc1ccco1,?,?,5%
Cc1cc(=O)[nH]c(-c2cccnc2)n1,12%,-16%,6%
CC1CC1C(=O)OCC(=O)Nc1ccc(S(=O)(=O)N2CCOCC2)cc1 (stereo not drawn),-12%,-14%,0%
CCCCCn1c(=O)[nH]c2cc(C(=O)Nc3cc(C)cc(C)c3)ccc2c1=O,4.1µM*,4.6µM*,6%
COc1ccc(CNC(=O)Cn2nc(-c3ccc4c(c3)OCCO4)ccc2=O)cc1,?,-13%,-6%
Cc1cc(C)n(CC(=O)N2CCCC(N3CCN(c4ccccc4C)CC3)C2)n1 (stereo not drawn),3%,-8%,1%
O=C(NCCO)C(=O)Nc1cc2c3c(c1)CC(=O)N3CCC2,-4%,?,4%
O=C1N(Cc2ccccc2)c2ccccc2C12OCCO2,-1%,-24%,nt
CC1CCCN(Cc2c(O)ccc3c4c(c(=O)oc23)CCCC4)C1 (stereo not drawn),-18%,-1%,4%
CC(=O)Nc1ccc(N2C(=O)CSC2c2c(F)cccc2Cl)cc1 (stereo not drawn),?,-14%,0%
O=C(c1ccc(Cl)c([N+](=O)[O-])c1)N(Cc1cccc(Cl)c1)C1CCS(=O)(=O)C1 (stereo not drawn),?,?,5%
CCN(CC)CCn1c(NCc2ccccn2)nc2ccccc21,-7%,14%,8%
CCOc1ccc(-c2cc3c(=O)n(CC(=O)NCc4ccc(Cl)cc4)ccn3n2)cc1,-14%,0%,1%
O=C(NCCCN1CCOCC1)c1cccc(S(=O)(=O)N2CCOCC2)c1,-23%,-7%,0%
CCC(=O)Nc1ccc(-c2nnc(SCC(=O)Nc3nccs3)n2C)cc1,-15%,?,4%
COc1ncc2nc(C)c(=O)n(CCC#N)c2n1,14%,-12%,nt
CC(=O)c1cccc(NC(=O)CCn2c(=O)oc3ccccc32)c1,-5%,-6%,0%
COc1cc(NC(=O)Nc2ccccc2)c(OC)cc1NC(=O)CN1CCCCC1,?,?,8%
C=C1CCN(c2ccc(C(=O)NCc3ccc(C)cc3)cc2[N+](=O)[O-])CC1,-24%,-12%,nt
O=C(C1=C[C@H](c2ccccc2)C[C@H](OCc2ccc(CO)cc2)O1)N1CCN(Cc2ccccc2)CC1,?,?,5%
CC(=O)c1ccc(NC(=O)c2ccccc2Sc2ncnc3sc(C)c(C)c23)cc1,-19%,-28%,5%
COc1ccc(C(=O)NC(=S)Nc2cccnc2)cc1[N+](=O)[O-],0%,-7%,4%
CC(C)C(C(=O)NCC1CCCO1)N(C(=O)CNS(=O)(=O)c1ccc(F)cc1)c1ccccc1 (stereo not drawn),7%,-1%,nt
COc1ccccc1Nc1nc(C)cc(=O)[nH]1,-7%,-6%,9%
Cc1ccc(S(=O)(=O)c2c(Nc3cc(F)ccc3F)sc(C(=O)c3ccc(F)cc3)c2N)cc1,21µM*,16µM*,2%
COCCn1c(SCC(=O)Nc2ccc(F)cc2)nc2ccccc2c1=O,?,?,nt
N#C/C(=C\c1c(Oc2ccccc2F)nc2ccccn2c1=O)C(=O)NC1CCS(=O)(=O)C1 (stereo not drawn),10%,?,-17%
CN(C)S(=O)(=O)N1CCC(Oc2cccc(C(=O)N3CCSCC3)c2)CC1,-1%,-26%,3%
O=C(C[C@@H]1C/C=C\C[C@H](Cc2ccc(F)cc2)C(=O)OC[C@@H](c2ccccc2)NC1=O)NCCO,?,?,2%
# Carrying on.
SMILES,TDP1 cell CPT,DT40 TDP1 no CPT,TDP1 block
COCCn1c(N)c(Sc2ccc(C)cc2)c(=O)[nH]c1=O,-1%,-5%,nt
CC1=Nc2ccc(Br)cc2C(c2ccccc2)N1CC(=O)NN (stereo not drawn),-6%,-1%,6%
C/C(=N\NC(=O)c1ccc(Cl)cc1)c1cccs1,-17%,?,0%
COC(F)(C(=O)Nc1ccc2c(c1)C(=O)NC2=O)C(F)(F)F (stereo not drawn),-5%,-10%,-2%
C/C(=N\NC(=O)CN(c1ccccc1Br)S(C)(=O)=O)c1cccs1,?,?,4%
CC(C)CCNC(=O)CN(C(=O)CCC(=O)Nc1ccccn1)c1ccc2c(c1)OCCO2,-8%,-18%,3%[56.1 µM]
Cc1cccc(C)c1NC(=O)C(CCc1ccccc1)n1c(=O)c(-c2ccccc2)nc2ccccc21 (stereo not drawn),3.3µM*,4.1µM*,nt
O=C(NS(=O)(=O)Oc1ccc(F)c(Cl)c1)OC[C@@H]1CCCN2CCCCC12 (stereo partly drawn),7%,3%,-1%
O=C(COC(=O)C12CC3CC(CC(Br)(C3)C1)C2)NNC(=O)c1ccccc1,-12%,17%,0%
O=C(NCC1Cc2cc(-c3cncnc3)cc(Cl)c2O1)c1cccc(Cn2cccn2)c1 (stereo not drawn),3%[9.04 µM],-25%,nt
O=C1NC[C@H](Cc2ccccc2)N(CC2CCN(CCCC3CCCC3)CC2)C1=O,-12%,-17%,nt
CCc1nnc(NC(=O)CCN(c2ccc(C)cc2)S(=O)(=O)c2ccccc2)s1,?,?,6%
CCN(CC)CCC(=O)c1ccc(F)cc1,2.9µM*,2.3µM*,6%
Cc1c(Br)cc(C(=O)NCc2ccco2)c(C)c1C,?,?,2%
Cc1ccc(-c2c(C)sc3ncn(CC(=O)N4CCOCC4)c(=O)c23)cc1C,-20%,-18%,-4%
COc1ccc(OC)c(S(=O)(=O)N2CCC(C(=O)NCc3ccncc3)CC2)c1,19%,3%,nt
CC(C)OC(=O)CSc1nnc(-c2ccc(C(C)(C)C)cc2)n1N,?,?,6%
Cc1nc(SCC(=O)O)n[nH]1,8%,1%,3%
CC1CC(=O)N(CC(=O)Nc2ccc(F)cc2)c2ccccc2S1(=O)=O (stereo not drawn),8%,0%,2%
Cc1cc(Nc2cccc(C(F)(F)F)c2)n2nc(C)nc2n1,-1%,?,5%

# Of the compounds above, 7 contain two or more sulfur atoms:
SMILES,TDP1 cell CPT,DT40 TDP1 no CPT,TDP1 block
CCOC(=O)c1sc2ccccc2c1S(=O)(=O)N1CCN(c2cccc(C)c2)C(C)C1 (stereo not drawn),?,?,6%
CCC(=O)Nc1ccc(-c2nnc(SCC(=O)Nc3nccs3)n2C)cc1,-15%,?,4%
CC(=O)c1ccc(NC(=O)c2ccccc2Sc2ncnc3sc(C)c(C)c23)cc1,-19%,-28%,5%
Cc1ccc(S(=O)(=O)c2c(Nc3cc(F)ccc3F)sc(C(=O)c3ccc(F)cc3)c2N)cc1,21µM*,16µM*,2%
CN(C)S(=O)(=O)N1CCC(Oc2cccc(C(=O)N3CCSCC3)c2)CC1,-1%,-26%,3%
C/C(=N\NC(=O)CN(c1ccccc1Br)S(C)(=O)=O)c1cccs1,?,?,4%
CCc1nnc(NC(=O)CCN(c2ccc(C)cc2)S(=O)(=O)c2ccccc2)s1,?,?,6%

# More structures
SMILES,TDP1 cell CPT,DT40 TDP1 no CPT,TDP1 block
Cc1ccc(N2C(=O)c3ccccc3C2Nc2ccc(S(=O)(=O)N3CCCCC3)cc2)nc1 (stereo not drawn),?,?,3%
Cc1ccc(S(=O)(=O)N2C[C@H]3[C@H]4C(=O)N(C5CCCCC5)C(=O)[C@H]4CC(=O)[C@H]3[C@@H]2c2ccccc2F)cc1,?,?,nt
Cc1cccc(C)c1NC(=S)N(CCc1ccncc1)C(C)C,0%,8%,0%
O=C(N/C(=C\c1ccco1)C(=O)N1CCOCC1)c1ccco1,-3%,9%,0%
CCOC(=O)C1CCCN(C(=O)CSc2nnc3nc(C)cc(C)n23)C1 (stereo not drawn),26µM*,21µM*,?
COc1ccccc1CNCc1cccs1,-5%,-10%,-1%
O=C(COC(=O)[C@H](Cc1ccccc1)NC(=O)c1cccs1)NC1CCCCC1,-13%,-2%,-5%
COc1ccc2[nH]c(=O)c(CN(CCO)S(=O)(=O)c3ccc4c(c3)OCCO4)cc2c1,?,?,1%
COc1ccc2c(=O)c(-c3ccccc3C)c(C)oc2c1,?,13µM*,9%
O=C(CSc1nnc2ccc(-c3cccnc3)nn12)Nc1ccccc1F,-3%,-1%,3%
COc1ccc([N+](=O)[O-])cc1NC(=O)COC(=O)C=C(C)C,-16%,-12%,0%
CC1(C)Cc2c(sc(NC(=O)c3ccc(Br)o3)c2C#N)CO1,-27%,?,-1%
CCn1c(SC(C)C(=O)Nc2ccc3c(c2)OCCO3)nnc1C1CC1 (stereo not drawn),1%,27%,0%
Cc1nc(SCC(=O)NCc2cccs2)nc(C)c1C,15%,5%,0%
Cc1ccc(NC(=O)C(C)OC(=O)/C=C/c2ccccc2)cc1 (stereo not drawn),?,?,4%
COC(=O)/C(=C\Nc1cccc(Cl)c1C)c1ncc(C(F)(F)F)cc1Cl,2%,?,4%

# High-throughput results from PubChem BioAssay.
